Screening results deposited in PubChem BioAssay by National Center for Advancing Translational Sciences (NCATS).
Vif-APOBEC3G blk: inhibitors of Vif-APOBEC3G interaction; HeLa A3G-eYFP + Vif (tagged APOBEC3G with the HIV-1 protein that degrades it), YFP fluorescence, overnight; Potency, µM (doses to about 46.1 µM), for the others: top-dose activity, negative = active, hits mostly inhibitors; Q9HC16; 410,000 tested, 0.076% active; AID 602310;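 further: potency means the concentration at half of the fitted maximal effect; on the % scale 0 is the no-effect control and ±100 the full control effect; nearly all actives have a fitted effect of over 60% in size; hits raise eYFP signal because A3G escapes Vif-driven loss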
Target sequence (Q9HC16 whole entry, looked up): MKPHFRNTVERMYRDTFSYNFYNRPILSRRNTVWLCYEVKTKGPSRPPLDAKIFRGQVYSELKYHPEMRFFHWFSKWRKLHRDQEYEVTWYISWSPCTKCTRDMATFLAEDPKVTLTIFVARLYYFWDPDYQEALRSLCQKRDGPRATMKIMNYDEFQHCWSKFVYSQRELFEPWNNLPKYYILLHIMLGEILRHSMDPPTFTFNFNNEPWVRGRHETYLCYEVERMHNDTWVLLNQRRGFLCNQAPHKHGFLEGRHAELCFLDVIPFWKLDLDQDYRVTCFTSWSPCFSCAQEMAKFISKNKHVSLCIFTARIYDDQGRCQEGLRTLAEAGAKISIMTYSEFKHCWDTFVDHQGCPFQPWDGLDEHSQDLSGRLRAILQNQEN
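HeLa cells stably expressing Vif and C-terminally eYFP-tagged A3G, seeded overnight at 37 deg C, then exposed to compound by pintool overnight at 37 deg C. Rise in yellow fluorescence (Ex 488/Em 500-530, Acumen) marks blocked Vif-driven A3G degradation.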
D2 antag: antagonizes the human D2 dopamine receptor; HEK293 TREx D2 cells, calcium flux, dopamine EC80; inhibition, % at 10 µM; 340,000 tested, 2% active; in the data active means inhibition above about 30%; further: 0% is about no effect
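Measurement of antagonist activity uses fluorescent calcium dye in inducible HEK293 T-REx D2 cells: 10 s baseline, compound addition with 180 s read, EC80 dopamine addition with a further 180 s read.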
Vif-APOBEC3F blk: Vif-A3F binding inhibition | 390,000 tested, 0.2% active | HeLa A3F-eYFP + Vif (tagged APOBEC3F with the HIV-1 protein that degrades it), YFP fluorescence increase | Potency, µM (doses to about 46.1 µM), for inactives: top-dose activity, negative = active | AID 602313; further: potency means the concentration at half of the fitted maximal effect; % of control where 0% means no effect; nearly all actives have a fitted effect of over 65% in size
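HeLa cells stably expressing A3F-eYFP plus Vif, plated and incubated overnight at 37 deg C, then exposed to compounds overnight at 37 deg C. Blocked degradation read as raised yellow fluorescence (Ex 488/Em 500-530).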
RGS4 inh: human RGS4 inhibition; P49798; Transcreener GDP fluorescence polarization, RGS4-accelerated GTP hydrolysis; Potency, µM (titrated, usually from 114 µM), for inactives: top-dose activity change, negative = inhibition, usual class: inhibitors; 390,000 tested, 0.039% active; AID 504845; further: potency means the concentration at half of the fitted maximal effect; on the % scale 0 is the no-effect control and ±100 the full control effect; nearly all actives have a fitted effect of over 75% in size; some results filed as inactive show a strong effect at the top dose
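MLSMR compounds (23 nl, pin-transferred) preincubated 10 min at room temperature with a 500nM (2x) first reagent, then RGS4 at 900nM (2x) plus Transcreener GDP mix added; fluorescence polarization (620/688 nm) read before and after 90 min at 30 °C.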
ALOX12 inh: ALOX12 (human) lipoxygenase inhibition; P18054; purified 12hLO, xylenol orange hydroperoxide absorbance; Potency, µM (doses to about 108 µM), inactives show top-dose activity change, negative = inhibition, hits mostly inhibitors; 580,000 tested, 1.1% active; further: potency means the concentration at half of the fitted maximal effect; on the % scale 0 is the no-effect control and ±100 the full control effect
Target sequence (P18054 whole entry, looked up): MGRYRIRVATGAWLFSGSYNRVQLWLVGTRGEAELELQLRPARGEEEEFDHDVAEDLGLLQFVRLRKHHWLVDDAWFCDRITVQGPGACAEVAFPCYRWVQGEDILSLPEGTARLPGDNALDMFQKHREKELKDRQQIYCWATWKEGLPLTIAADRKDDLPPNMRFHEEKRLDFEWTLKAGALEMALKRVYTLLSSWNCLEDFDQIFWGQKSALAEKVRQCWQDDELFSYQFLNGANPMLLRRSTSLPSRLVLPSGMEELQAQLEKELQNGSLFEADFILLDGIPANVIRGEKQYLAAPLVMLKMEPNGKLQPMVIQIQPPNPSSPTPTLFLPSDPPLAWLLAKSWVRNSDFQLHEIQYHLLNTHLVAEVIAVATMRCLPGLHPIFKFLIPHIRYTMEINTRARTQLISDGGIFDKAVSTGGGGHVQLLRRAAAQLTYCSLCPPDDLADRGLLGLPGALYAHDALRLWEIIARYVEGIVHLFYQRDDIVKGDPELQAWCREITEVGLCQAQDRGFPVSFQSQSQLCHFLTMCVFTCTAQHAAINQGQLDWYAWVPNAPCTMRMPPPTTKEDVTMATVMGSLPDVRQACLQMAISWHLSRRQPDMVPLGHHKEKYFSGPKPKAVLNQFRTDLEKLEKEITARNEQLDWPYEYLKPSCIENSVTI
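Hydroperoxide product was detected by ferrous iron/xylenol orange as the 573 to 405 nm absorbance ratio. Arachidonic acid at 40 uM (final) was turned over for 30 min at room temperature by 150 nM human 12hLO, pH 7.0 Hepes buffer, after 15 min compound preincubation.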
LDHA inh: LDHA (human) enzyme inhibition; 480,000 tested, 0.15% active; activity change, % (values are at about 110 or 230 µM); purified LDHA, NADH/diaphorase-resazurin fluorescence; stronger effect = lower value; in the data active means activity change below about -30%; inconclusive means mostly about -25% to -30%;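 further: plate controls were DMSO wells for no effect and wells without enzyme for full effect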
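Human LDH5 (2 nM) was incubated with 0.06 mM NADH and 0.2 mM pyruvate for 5 min at room temperature in Tris pH 7.4. Remaining NADH was coupled through diaphorase/resazurin, and resorufin fluorescence was read at 0 and 20 min.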
ERG Ets-DNA blk: blocks human ERG Ets domain binding to DNA. fluorescence polarization, His-ERG Ets domain / labelled DNA. 370,000 tested, 0.028% active. Potency, µM (series often up to 76.9 µM), for the others: at the highest dose FP activity, negative = inhibition, actives largely listed as inhibitors; active means well fitted inhibition curve with a large enough effect in the polarisation, with a control signal flat; inconclusive means small, poorly fitted or top-dose-only effect, or effect the other way, or a change in a side signal; inactive means no such curve, though single readings can be large or run the other way; the % refers to the polarisation;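 further: polarization taken with two DNA probes labelled with fluorescein and Texas red; potency means the concentration at half of the fitted maximal effect; % of control where 0% means no effect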
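His-tagged ERG Ets domain (1 uM in the protein solution; 300mM KCl, 50mM Tris-HCl, 1mM EDTA, 1mM DTT, pH 7.5) received compound, then a probe mix of 5 nM fluorescein-DNA and 100nM Texas-615-DNA. Fluorescence polarization was read for both dyes.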
GRP78 ERSR act: induces the endoplasmic reticulum stress response in human glioma cells; AID 602332; U87-MG GRP78 promoter luciferase reporter, 16 h; Potency, µM, without a hit: top-dose activation, hits mostly activators; 420,000 tested, 0.02% active; further: potency means the concentration at half of the fitted maximal effect; series mostly up to about 76 µM; % of control where 0% means no effect; nearly all actives have a fitted effect of over 35% in size
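Stably transfected U87-MG glioma cells carrying a GRP78-based luciferase sensor; 16 h compound incubation. Luminescence end-point read 10 min after Bright-Glo addition at room temperature.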
D2 agonist: D2 dopamine receptor (human) agonism; 340,000 tested, 0.53% active; activation, % at 2 µM; HEK293 T-REx D2 cells, calcium flux agonist mode;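 active means activation over 3 SD above normal in the single-dose calcium agonist read, cut at about 30% in these data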; further: 0% is about no effect
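Calcium-flux readout, 1 cycle/sec over 180 s following compound pin transfer, in inducible HEK293 Trex D2 cells (force-coupled); dopamine controls included. Positive calcium responses during this window marked compounds as potential agonists.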
Active calls of the source: *; ? = inconclusive; . = not tested or not shown; & = joins results of further samples; [ ] = another dose, or the depositor's remark. Unless noted, the call rests on the fitted dose curve; in most records, active means well fitted curve in the direction sought with a large enough effect; inconclusive means small, poorly fitted or top-dose-only effect, or another doubt; inactive means no such curve, though single readings can be large; an effect the other way counts as inactive or inconclusive. The list is partial; rates above refer to the full screens.

SMILES | Vif-APOBEC3G blk | D2 antag | Vif-APOBEC3F blk | RGS4 inh | ALOX12 inh | LDHA inh | ERG Ets-DNA blk | GRP78 ERSR act | D2 agonist
Cc1ccccc1NC(=O)OCc1ccccc1 | -2% | 14 | 6% | 3% | 58%[activator] | -10 | 0% | 7% | -0.1
O=C(CN1C(=O)c2ccccc2C1=O)Nc1ccccc1C(=O)N1CCCC1 | 1% | -4 | -3% | -30% | -13% | -3 | -1% | -4% | -0.1
CCOc1ccccc1/C=C/c1onc(C)c1S(=O)(=O)N1CCC(C(=O)N(CC)CC)CC1 | 1%&4% | 56* | 5%&-2% | -15%&5% | -7%&-28% | -3&-15 | 4%&8% | 0%&0% | -0.7&0.0
CCOC(=O)c1cc(=O)c2ccc(OCC(=O)Nc3ccccc3)cc2o1 | 5% | 16 | -12% | -7% | 319%[activator] | -7 | -2% | -8% | 0.5
COc1ccc(N2CCN(Cc3nnnn3C3CCCCC3)CC2)cc1 | 2% | -1 | 7% | 8% | -2% | -5 | 9% | -4% | 0.0
CC1=CC(=O)C=C(C)C1=NOc1ccccc1[N+](=O)[O-] | -3% | -10 | 2% | -8% | -20% | 27 | 1% | -3% | 2.3
CCN1CCN(C(c2ccccc2F)c2nnnn2Cc2ccc3c(c2)OCO3)CC1 (stereo not drawn) | -1% | -15 | -11% | -21% | ? | -6 | 2% | -1% | -1.1
Clc1ccc(CNc2cc(-c3ccccc3)nc3nncn23)cc1 | 4% | . | ? | 1% | -16% | -15 | -4% | 8% | 2.8
CC(N)c1csc(Nc2cc(Oc3ccccc3)ncn2)n1 (stereo not drawn) | 5% | . | . | . | 16% | -16 | . | -2% | .
O=C(Nc1ccc2c(c1)OCCO2)C(C1CC1)N1CCC(Cc2ccccc2)CC1 (stereo not drawn) | -1% | . | . | . | 0% | 1 | . | -4% | .
CCC(C)n1c(=N)c(C(=O)NC2CCCCC2)cc2c(=O)n3ccccc3nc21 (stereo not drawn) | 4% | . | 5% | 2% | ? | -2 | -2% | -4% | -1.3
CN(C)CCNC(=O)c1nn(C)c2c1CCc1ccccc1-2 | 0% | -15 | 1% | -3% | 6% | 1 | -6% | 0% | 0.2
CC(NC(=O)Cn1c(=O)oc2cc(S(=O)(=O)N3CCCCCC3)ccc21)c1ccccc1 (stereo not drawn) | . | . | . | -27% | ? | -4 | -9% | . | 0.2
O=C(c1ccccc1)N1CCN(C(=S)NCCc2ccccc2)CC1 | 3% | 4 | -11% | -5% | -21% | -10 | 3% | 1% | -0.1
CCOC(=O)c1c(C)c(C(=O)Nc2ccc(N(C)C)cc2)c(C)n1CC | -29% | 1 | 2% | -34% | ? | 0 | 7% | 4% | -1.4
CCCCSc1nc2ccc(Nc3nc(N4CCOCC4)nc(N4CCOCC4)n3)cc2s1 | 0% | -11 | . | 9% | 22% | 2 | -1% | -3% | 0.3
Cc1cc(NC(=O)CSCC(=O)NC(C)c2ccccc2)no1 (stereo not drawn) | -1% | . | 0% | 21% | -26% | -11 | 10% | -2% | .
CCc1ccc(-c2nc(CS(=O)CC(=O)NCc3ccc(F)cc3)c(C)o2)cc1 (stereo not drawn) | 0% | . | 3% | -12% | ? | -8 | 1% | -8% | 0.4
C=CCOc1cccc(C2C(C(=O)c3ccco3)=C(O)C(=O)N2CCN2CCOCC2)c1 (stereo not drawn) | 3% | -14 | -12% | -47% | ? | 1 | 1% | 0% | 0.1
O[C@H]1CN(Cc2cccs2)[C@@H](c2ccc(Cl)cc2)C[C@@H]1n1cc(C2CC2)nn1 | -1% | . | 0% | . | ? | -1 | . | -4% | .
O=C1NCCN(Cc2ccc(-c3ccccc3)cc2)C1CC(=O)N1CCN(CCO)CC1 (stereo not drawn) | 0% | -12 | ? | 16% | 30% | -5 | 4% | -9% | 0.5
CCc1nnc(NC(=O)CSc2nnc3c(n2)[nH]c2ccccc23)s1 | 0% | -31 | -11% | -39% | -18% | 2 | 4% | -5% | -0.6
CC(OC(=O)CC1CC2CCC1C2)C(=O)Nc1ccc(C(N)=O)cc1 (stereo not drawn) | 3% | -16 | -1% | 2% | ? | 0 | -10% | -2% | 0.5
O=S(=O)(c1ccc(SCCOc2ccc(Br)cc2)nc1)N1CCCC1 | -3% | 6 | -3% | ? | -1% | -14 | . | 3% | 0.2
COc1ccccc1Nc1nc(N)nc(CSC(=S)N2CCN(c3ccccc3)CC2)n1 | 3% | -4 | -2% | 10% | 10% | -3 | -11% | -1% | 0.0

Overlap with the part before: three entries, then new ones.
SMILES | Vif-APOBEC3G blk | D2 antag | Vif-APOBEC3F blk | RGS4 inh | ALOX12 inh | LDHA inh | ERG Ets-DNA blk | GRP78 ERSR act | D2 agonist
CC(OC(=O)CC1CC2CCC1C2)C(=O)Nc1ccc(C(N)=O)cc1 (stereo not drawn) | 3% | -16 | -1% | 2% | ? | 0 | -10% | -2% | 0.5
O=S(=O)(c1ccc(SCCOc2ccc(Br)cc2)nc1)N1CCCC1 | -3% | 6 | -3% | ? | -1% | -14 | . | 3% | 0.2
COc1ccccc1Nc1nc(N)nc(CSC(=S)N2CCN(c3ccccc3)CC2)n1 | 3% | -4 | -2% | 10% | 10% | -3 | -11% | -1% | 0.0
CC(=O)Nc1ccc(NC(=O)Nc2cccc(C)c2C)cc1 | -3% | 20 | -6% | -27% | 4% | -10 | 7% | -3% | 10.0
COC(=O)CNC(=O)Nc1cc(C(=O)NCc2ccc(C)cc2)ccc1N1CCCC1 | -3% | . | -2% | -3% | -20% | -8 | 6% | -4% | .
CCCCN(C)C(=O)CC(NS(=O)(=O)c1ccc(NC(C)=O)cc1)C(C)C (stereo not drawn) | -2% | 15 | -16% | -11% | -27% | -5 | 1% | -4% | -0.3
O=S(=O)(Nc1ccc2oc3c(c2c1)CCCC3)c1cc(Cl)ccc1Cl | -12% | . | 2% | -2% | -22% | 4 | 0% | 20% | -1.1
COc1ccc(-n2c(=O)c3c4c(sc3n(Cc3ccccc3C)c2=O)CCCC4)c(OC)c1 | 1% | . | 6% | 1% | -18% | -9 | -2% | 9% | 0.3
COCCNC(=O)C1(C)CCCN(CC(=O)c2ccc(OC)cc2)C1 (stereo not drawn) | -4% | . | . | . | -20% | -7 | . | -5% | .
O=C(Nc1ccc(F)c(Cl)c1)NC1CC1 | 0% | -26 | -8% | 24% | -1% | -2 | 13% | -2% | 0.4
COc1ccc(N2CCN(C(=O)c3cccc(N4C(=O)C5C6C=CC(C6)C5C4=O)c3)CC2)cc1 (stereo not drawn) | 4% | -5 | -10% | -1% | -20% | 4 | 4% | -2% | -0.1
COc1ccccc1NS(=O)(=O)c1ccc(C(=O)NCC(c2ccco2)N(C)C)cc1 (stereo not drawn) | -7% | -12 | 8% | 15% | -14% | -2 | 9% | -4% | 0.5
CCC(=O)Nc1ccc(Oc2ccc3c(c2)C(=O)NC3=O)cc1 | 0% | . | 0% | -6% | -1% | 0 | . | -3% | .
Cc1c(CCC(=O)O)c(=O)oc2cc3occ(-c4ccc(F)cc4)c3cc12 | -1% | 0 | -5% | 22% | 29% | -8 | 0% | ? | -0.2
NC(=O)[C@@H]1CC2(CC(c3cccc(NC(=O)[C@H]4CCC(=O)N4)c3)=NO2)CN1C(=O)c1ccc(Cl)cc1 (stereo partly drawn) | 3% | 5 | 11% | -20% | -10% | -2 | -2% | -2% | -0.1
CCn1c(C(O)c2cc(OC)ccc2OC)nc2ccccc21 (stereo not drawn) | 1% | 4 | -3% | -6% | 13%&9% | -5&1 | -6% | -3% | -0.1
O=C1CCC(C(=O)N2CCN(c3cnccn3)CC2)CN1CCc1cccc(F)c1 (stereo not drawn) | -1% | -1 | -6% | -23% | . | -2 | -17% | 4% | -2.1
CC1(C)OC(=O)N(c2ccccn2)C1(C)O (stereo not drawn) | 1% | -11 | . | 9% | 9% | 1 | 1% | -4% | 0.3
CC(=O)Nc1ccc(S(=O)(=O)N2CCN=C2c2ccccc2)cc1 | 6% | 0 | 3% | 10% | 3% | -4 | -5% | 0% | 0.7
Cc1cc(S(=O)(=O)NCCN(C)C)c(C)s1 | 0% | -8 | 0% | -12% | 0% | 0 | -12% | 2% | -0.3
Cc1ccc(S(=O)(=O)NCCC(=O)NC2CC2)cc1 | -1% | 16 | -3% | 17% | 10% | -6 | -5% | -5% | 0.0
Cc1ccc(/C=N/NC(=O)C(=O)N/N=C/c2ccc(C)o2)o1 | 4% | 2 | 14% | 18% | -7% | -3 | -5% | -6% | 0.8
CC(C)CN(C(=O)Cn1ccccc1=O)C1CCS(=O)(=O)C1 (stereo not drawn) | -4% | -16 | -6% | 8% | 1% | -3 | -1% | -6% | 0.5
CSc1ccc(CN(C)C(=O)c2cc3ccccc3o2)cc1 | -1% | 26 | -4% | 26% | -10% | -10 | -5% | 4% | -1.1
CCNC(=O)N(CC)C[C@H]1N[C@@](C)(C(=O)OC)[C@H]2C(=O)N(Cc3ccccc3)C(=O)[C@@H]12 | 7% | . | 0% | -6% | -59% | -2 | 2% | -1% | .
O=C1Nc2ccccc2N(O)N1c1ccc(Cl)c(Cl)c1 | 4% | 7 | -5% | -3% | -15% | -5 | 9% | 8% | -0.5
CCOC(=O)N1CCN(C(=O)CNS(=O)(=O)c2cccs2)CC1 | -1% | 12 | -14% | 22% | -5% | -2 | -5% | -4% | 0.2
